# TCR act: activators of T cell receptors. primary human leukocytes, anti-CD3, IL-2 HTRF, 48 h. Potency, µM (titrated, usually from 9.22 µM), for the others: at the top dose activation of IL-2 secretion, actives largely listed as activators. 330,000 tested, under 10 active. AID 504894; also: % of control where 0% means no effect
#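 Activity was scored as IL-2 release from primary human leukocytes given only a TCR signal (a-CD3 beads) plus compound for 48 hr. Detection used a two-antibody HTRF format read at 665nm.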
# Integrin act MD: activates integrin-mediated alleviation for muscular dystrophy. alpha7betagal myoblasts, beta-gal FDG fluorescence, 48 h. Potency, µM (doses to about 38.3 µM), for the others: at the highest dose activation, actives largely listed as activators. hit rate 0.064% among 350,000. AID 624291;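 also: potency is read from the fitted curve at half-maximal effect; 100% = response of the positive control SU9516; nearly all actives have a fitted effect of over 60% in size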
#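 Alpha7betagal+/- myoblasts (passage 13) were plated 16-24 hr, then exposed to compounds (1:260 dilution of DMSO stock) for 48 hours at 37C. After MPER lysis, β-galactosidase reporter activity was read as FDG fluorescence (ex 480/em 540) after 30 minutes.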
# ELG1 DNA repair: blocks ELG1-dependent DNA repair in HEK293T cells; Potency, µM (highest dose often 46.1 µM), without a hit: top-dose activity change, negative = inhibition, hits mostly inhibitors; hit rate 2.3% among 330,000; HEK293T ELG1-luciferase reporter, luminescence, 16 h; DNA damage induced by 5-fluorouridine; also: potency is read from the fitted curve at half-maximal effect; % is scaled to controls: 0 for no effect and ±100 for the full control effect; nearly all actives have a fitted effect of over 55% in size
#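 In this reporter screen, reduction of luminescence relative to DMSO vehicle indicated activity. Compounds and 5-fluorouridine were added together to 2,000 cells per well, incubated for 16 hr at 37 °C, then developed with ONE-Glo.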
# A-T KAP1 phos: candidate therapy for ataxia-telangiectasia | […] A-T fibroblasts, KAP-1 phosphorylation AlphaLISA; neocarzinostatin DNA damage 30 min before lysis | Potency, µM (titrated, usually from 57.5 µM), without a hit: top-dose activation, usual class: activators | hit rate 0.19% among 320,000 | AID 485349; also: potency is read from the fitted curve at half-maximal effect; % of control where 0% means no effect; nearly all actives have a fitted effect of over 45% in size
#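 hTERT-immortalized A-T patient fibroblasts ([…]), 500 cells/well in OPTI-MEM, 1% FBS, got compounds for 60 min, then NCS for 30 min at 37C. Lysates were then assayed for phospho-KAP-1 by AlphaLISA (anti-pKAP1 donor, anti-KAP1 acceptor beads), 6 hr at 25C.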
# p53 reactivation: re-activators of mutant p53; Potency, µM (series often up to 92.2 µM), inactives show at the top dose activity change, positive = activation, hits mostly activators; H1299 p53-A138V BP100-luciferase reporter, luminescence, 24 h; hit rate 0.063% among 320,000; also: potency is read from the fitted curve at half-maximal effect; % of control where 0% means no effect; nearly all actives have a fitted effect of over 45% in size
#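 p53-null H1299 cells stably carrying temperature-sensitive p53-A138V and a BP100-luciferase reporter were pinned with compounds (4-point, 1:5 series) and held 24 hrs at 37 deg C. Luminescence was read 10 min after detection reagent.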
# B2AR arrestin: beta2AR (human) beta-arrestin recruitment activity. P07550. beta-arrestin recruitment to beta2AR, cell-based reporter. Potency, µM (doses to about 46.1 µM), for inactives: top-dose activation, usual class: activators. hit rate 0.02% among 330,000;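 also: potency is read from the fitted curve at half-maximal effect; 0% = DMSO controls and full agonism = EC100 isoproterenol or metaproterenol; nearly all actives have a fitted effect of over 65% in size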
# TRPV1 agonist: human TRPV1 agonism. TRPV1-expressing cells, Fluo-8 calcium influx, agonist mode. activation, % at 8.33 µM. hit rate 0.19% among 320,000. AID 540275; in the data active = activation above about 80%; inconclusive = between about 30% and that limit; also: 0% is about no effect
#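 Fluo-8 calcium influx in TRPV1-expressing cells, kinetic read (ex 480/em 520 nm). Compound added and read 3 min for agonist activity, followed by capsaicin at EC20 final and 2 min further read for enhancement.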
# PTAP TSG101 blk: blocks PTAP/TSG101 interaction to inhibit HIV-1 budding; Fluorescence polarization, FITC-PTAP peptide / Tsg101 binding; Q99816; 340,000 tested, under 10 active; AID 493005; Potency, µM (series often up to 115 µM), without a hit: at the top dose activity change, negative = inhibition, usual class: inhibitors; active = well fitted inhibition curve with a large enough effect in the main read-out, with a control signal flat, not every such curve was filed as active; inconclusive = small, poorly fitted or top-dose-only effect, or effect the other way, or a change in a side signal; inactive = no such curve, though single readings can be large or run the other way; also: potency is read from the fitted curve at half-maximal effect; % of control where 0% means no effect
#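 Tsg101 binding domain (10 uM final) was mixed with compound and a FITC-labeled PTAP peptide (50 nM final) in HEPES pH 7.5 buffer with NaCl, Tween 20, EDTA and TCEP; fluorescence polarization was read after 20 min at r.t.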
# MLL CXXC-DNA inh: inhibitors of human MLL CXXC domain-DNA interaction; Q03164; MLL-CXXC / FITC-HOXA9 DNA fluorescence polarization; Potency, µM (highest dose often 115 µM), for the others: top-dose activity change, negative = inhibition, usual class: inhibitors; hit rate 0.037% among 290,000; AID 2662; active = well fitted inhibition curve with a large enough effect in the polarisation, with a control signal flat, not every such curve was filed as active; inconclusive = small, poorly fitted or top-dose-only effect, or effect the other way, or a change in a side signal; inactive = no such curve, though single readings can be large or run the other way; the % refers to the polarisation; also: potency is read from the fitted curve at half-maximal effect
#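 Steps: dispense CXXC domain solution (7 uM) → pin compounds or unlabeled HOX-A9 DNA control → 5 min ambient → add FLSN-HOX-A9 solution (50 nM) → spin → 30 min ambient → fluorescence polarization. Tris pH 7.5/NaCl/DTT/BSA buffer.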
# BRCA1 expr up: increases BRCA1 expression; MCF7-BRCA1-FFLuc reporter, luminescence, 48 h; response scale: scaled: vehicle 0%, 10 µM genistein 100%; Potency, µM (series often up to 46.1 µM), for inactives: at the highest dose activation, most hits filed as activators; hit rate 1.1% among 380,000; AID 624202; also: potency is read from the fitted curve at half-maximal effect; nearly all actives have a fitted effect of over 80% in size; some results filed as inactive show a strong effect at the top dose
#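 Cells: MCF7-BRCA1-FFLuc, 2000/well. Exposure: 48 h, 37 °C, 5% CO2. Read: luminescence, 15 min post-substrate. Controls: genistein 10 microM (maximal activation), DMSO (neutral).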
# * hit, by the source's call; ? = inconclusive; . = no result given; [ ] = another dose, or the depositor's remark. Unless noted, calls follow the shape of the dose curve; as a rule, active = well fitted curve in the direction sought with a large enough effect; inconclusive = small, poorly fitted or top-dose-only effect, or another doubt; inactive = no such curve, though single readings can be large; an effect the other way counts as inactive or inconclusive.
SMILES,TCR act,Integrin act MD,ELG1 DNA repair,A-T KAP1 phos,p53 reactivation,B2AR arrestin,TRPV1 agonist,PTAP TSG101 blk,MLL CXXC-DNA inh,BRCA1 expr up
N/C(=N\OC(=O)c1ccc(F)cc1)c1ccccc1,0%,25%,?,3%,16%,-0.3%,4,-3%,-2%,-32%
CC(=O)Nc1cccc(C(=O)NNC(=O)c2n[nH]c(=O)c3ccccc23)c1,4%,6%,26%,2%,18%,-0.2%,0,0%,.,10%
CCOc1ccc(-n2c(COc3ccccc3)nnc2SCC(N)=O)cc1,-2%,-13%,-9%,4%,-6%,0.5%,1,-9%,-1%,1%
CCOCC(=O)Nc1c(C(=O)Nc2ccccc2OC)oc2ccccc12,-1%,6%[7.66 µM],24%,-3%,2%,-0.6%,-1,-5%,3%,-51%
O=C(CNS(=O)(=O)c1ccc(Cl)cc1)OCC(=O)N1CCCc2ccccc21,3%[46.1 µM],-2%,11%,4%,0%,5.0%,4,-8%,8%,18%
O=C(O)C1CCN(C(=O)COc2ccc(Br)cc2)CC1,4%,-15%,-9%,-2%,0%,-0.2%,-1,0%,1%,2%
CCOc1ccc(N=C/C=C/c2ccccc2)c(O)c1,4%,-18%,?,-4%,?,-0.5%,-1,1%,-12%,?
CCOC(=O)c1ccc(-n2c(N)c(C(=O)NCC3CCCO3)sc2=S)cc1 (stereo not given),0%,-21%,-16%,.,-18%,-0.6%,2,0%,-6%,-7%
CCn1cc(C(=O)NCC(C)C)c(=O)c2cc(F)c(N3CCN(C)CC3)cc21,4%,0%,4%,-19%,1%,0.0%,-1,0%,-11%,-10%
C=CCOc1ccc(C(c2c(C(=O)O)[nH]c3ccccc23)c2c(C(=O)O)[nH]c3ccccc23)cc1,1%,5%,4%,1%,1%,-0.6%,0,-1%,2%,-3%
COc1ccc(C(=O)Nc2ccc([N+](=O)[O-])cn2)cc1OC,1%[46.1 µM],30%,?,3%,1%,0.1%,1,1%,1%,15%
COc1ccccc1C(=O)NNC(=O)c1ccc(Br)o1,9%,17%,?,17%,19%,-0.3%,0,-7%,-13%,-8%
CC(c1ccccc1)n1cc(C(=O)NCCN2CCOCC2)nn1 (stereo not given),-6%[46.1 µM],2%,-2%,0%,-3%,-0.3%,2,-5%,3%,-2%
Cn1cc(Cl)c(-c2n[nH]c(=S)n2-c2ccccc2)n1,-1%[46.1 µM],21%,2%,-5%,1%,-2.0%,-3,-4%,4%,-2%
CCC(CC)NC(=O)CO/N=C/c1ccc(Cl)cc1Cl,-7%,11%,5%,10%,-3%,-0.1%,15,-4%,-7%,-9%
COc1ccccc1CC(=O)NCCc1c[nH]c2ccccc12,-12%,-12%,-6%,2%,7%,0.1%,0,0%,-8%,-11%
O=C1CC(C(=O)N2CCN(c3ccccc3O)CC2)CN1Cc1ccccc1 (stereo not given),0%,-5%,0%,1%,-1%,-0.2%,20,-3%,.,-15%
Cc1nc(SC(C)C(=O)NC2CCCCC2C)c2c(C)c(C)sc2n1 (stereo not given),3%,10%,0%,15%,28%,-3.0%,14,0%,5%,1%
O=C(NC1CCSc2ccccc21)c1ccc(C(F)(F)F)cc1 (stereo not given),-3%,18%,-4%,-5%,8%,-0.2%,25,0%,2%,-24%
CCCCNC(=O)/C(C#N)=C/c1ccc(F)cc1F,4%,-3%,-5%,1%,-1%,0.1%,?,-10%,-4%,-14%
COc1cccc(C2C(C#N)=C(N)SC(c3ccccc3)C2[N+](=O)[O-])c1 (stereo not given),3%,-11%,-24%,-1%,-3%,0.4%,1,-4%,6%,-10%
COc1ccccc1-c1c(C)nn2c(N3CCCCCC3)cc(C)nc12,3%[46.1 µM],-45%[inhibitor],23µM*,7%,-13%,-0.9%,26,0%,1%,-62%
O=C(CO/N=C/c1ccccc1)Nc1c(F)c(F)c(F)c(F)c1F,16%,-2%,-7%,?,-3%,-0.3%,19,-7%,-17%,33%
Cc1ccc(NC(=O)CNC(=O)c2ccco2)nc1,-3%,23%,-3%,10%,-1%,-0.5%,4,-6%,16%,22%
Cc1nn(-c2ccc([N+](=O)[O-])cc2)c2c1C(c1ccc(OC(F)F)cc1)N1C(=N2)C(=O)Nc2ccccc21 (stereo not given),0%,-24%,?,7%,-1%,-0.1%,2,-1%,4%,-29%

# Entries of single compounds from above.
# Results for COc1ccccc1C(=O)NNC(=O)c1ccc(Br)o1 = TCR act = 9%; Integrin act MD = 17%; ELG1 DNA repair = ?; A-T KAP1 phos = 17%; p53 reactivation = 19%; B2AR arrestin = -0.3%; TRPV1 agonist = 0; PTAP TSG101 blk = -7%; MLL CXXC-DNA inh = -13%; BRCA1 expr up = -8%
# Results for COc1cccc(C2C(C#N)=C(N)SC(c3ccccc3)C2[N+](=O)[O-])c1 (stereo not given) = TCR act = 3%; Integrin act MD = -11%; ELG1 DNA repair = -24%; A-T KAP1 phos = -1%; p53 reactivation = -3%; B2AR arrestin = 0.4%; TRPV1 agonist = 1; PTAP TSG101 blk = -4%; MLL CXXC-DNA inh = 6%; BRCA1 expr up = -10%

# (next part)
SMILES,TCR act,Integrin act MD,ELG1 DNA repair,A-T KAP1 phos,p53 reactivation,B2AR arrestin,TRPV1 agonist,PTAP TSG101 blk,MLL CXXC-DNA inh,BRCA1 expr up
COc1ccccc1C(=O)Nc1nnc(-c2ccc(Cl)cc2)o1,-8%,-4%,7%,16%,-4%,-0.2%,1,-3%,5%,16%
Cc1ccc(NC(=O)CCCNC(=O)c2ccc(Cl)cc2)c(O)c1,-1%,16%,?,2%,?,0.0%,?,-2%,?,-22%
CN(C)CCCNC(=O)CC(c1ccccc1)c1ccccc1O (stereo not given),7%,-7%,.,.,.,.,-1,-1%,1%,16%
O=C(Nc1cccc(Cl)c1)N1N=CCC1c1ccccc1 (stereo not given),-21%,1%,-9%,6%,-2%,-0.9%,12,2%,13%,12%
Cc1cccc(NC(=O)COc2cccc3c2CCN(C)C3=O)c1,6%,-25%,?,1%,-1%,0.4%,0,-5%,3%,-39%
COc1cc(OC)cc(-c2nc3ccccc3c(=O)n2OC(=O)c2ccc(C)c(C)c2)c1,7%,-21%,10µM*,-7%,12%,-0.6%,0,-2%,17%,-77%
O=C(NCc1ccco1)c1ccccc1NS(=O)(=O)c1ccc(Cl)s1,-8%,-52%[inhibitor],?,-2%,11%,0.0%,3,-6%,3%,-8%
COCc1cc(=O)n2[nH]c(C(C)(C)C)cc2n1,-8%,-12%,?,-4%,-2%,0.3%,5,-1%,4%,-41%
O=C(c1ccc(N2CCN(C(=O)c3ccc(F)c(F)c3)CC2)cc1)c1cccc(F)c1,8%,-11%,3%,26%,0%,-0.3%,?,0%,43%[activator],-6%
CCOC(=O)C1CCCN(c2ccc(NC(=O)c3snc4c(=O)[nH]c(C)nc34)cc2)C1 (stereo not given),11%,-9%,7%,-2%,-4%,0.5%,-6,-5%,3%,-4%
CCCCNC(=O)c1onc(CSc2ccccc2CC)c1C(=O)O,0%,0%,5%,35%,-11%,-0.4%,-3,0%,-21%,-3%
O=C1Nc2cc(Br)ccc2C1(O)c1ccccc1O (stereo not given),2%,-14%,1%,-13%,-2%,-0.2%,-1,-1%,1%,1%
Cc1ccc(/C=N\n2c(-c3ccccc3)n[nH]c2=S)s1,0%,-6%,-4%,1%,4%,-0.2%,2,0%,-1%,-4%
O=C(Nc1ncccc1O)c1ccc(Cl)c(S(=O)(=O)N2CCCCCC2)c1,2%,-7%,9%,0%,7%,0.1%,?,-1%,.,-8%
O=C(C(Cc1ccccc1)n1cccc1)N1CCN(Cc2ccccc2)CC1 (stereo not given),-6%,-12%,?,16%,7%,0.1%,25,0%,-23%,-30%
COc1ccc(CN2CCNC(=O)C2CC(=O)NCc2cc(C)n(C)n2)c(F)c1 (stereo not given),-2%,-17%,0%,4%,18%,-0.9%,1,-4%,?,-26%
CC(C)CCOP(=O)(c1ccc(N(C)C)cc1)C(Nc1ccccc1)c1ccc(N(C)C)cc1 (stereo not given),-10%,22%,-1%,1%,-5%,-0.8%,24,-2%,2%,-10%
O=C(CC(=O)c1c(F)cccc1Cl)c1ccccc1O,-2%,0%,?,29%,?,-0.3%,1,-1%,?,-97%[inhibitor]
Cc1ccccc1C(=O)O/N=C(\N)c1ccc([N+](=O)[O-])cc1,-3%,-13%,?,-6%,?,-0.1%,-1,-3%,-7%,83%
O=C(O)C1CSC2(CCN(Cc3ccccc3)CC2)N1 (stereo not given),-11%,3%,0%,3%,2%,-0.5%,0,-3%,-7%,10%
C[N+]12CCCCC1C(COC(=O)c1ccc3c(c1)OCO3)CCC2 (stereo not given),-1%,8%,8%,-3%,-1%,-0.5%,2,-10%,6%,2%
CCOc1nc(-c2ccncc2)nc2ccccc12,-2%[46.1 µM],-2%,-8%,2%,5%,0.5%,1,-8%,0%,-30%
CC(Oc1ccc2c3c(c(=O)oc2c1)CCCC3)C(=O)NCC1CCC(C(=O)O)CC1 (stereo not given),4%,0%,16%,3%,14%,-0.4%,1,-5%,-3%,0%
